human PMI inhibition = MPI enzyme activity inhibition – biochemical, fluorescence intensity, coupled assay, primary screen (AID 1209) | purified PMI enzyme, coupled fluorescence intensity; higher % means a stronger effect | one-dose inhibition, % at 20 µM; IC50 in µM for titrated hits | 190,000 tested, 0.42% active;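 further: plate controls were DMSO vehicle for no effect and wells lacking substrate for full effect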
SIAH1 antagonists = blockers of Siah-1 interaction with plectin peptide – biochemical, fluorescence polarization, rhodamine-plectin, uHTS, primary screen (AID 1817); Siah-1 / rhodamine-plectin peptide fluorescence polarization; higher % means a stronger effect; 290,000 tested, 0.02% active; displacement, % at 20 µM; hits with a dose series show IC50 in µM;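 active means displacement of at least 50% at 20 µM, with a fluorescence ratio check between 0.3 and a set limit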;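 further: plate controls were Siah plus tracer with DMSO for no effect and tracer alone without Siah for full effect; strong numbers were not always called active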
TNAP activators = stimulation of alkaline phosphatase TNAP activity – biochemical, luminescent, no phosphate acceptor, uHTS, primary screen (AID 1001); purified TNAP, luminescent activation assay, no phosphate acceptor; higher activation fold means a stronger effect; activation fold at 20 µM; hits with a dose series show EC50 in µM; 200,000 tested, 0.03% active; in the data active means activation fold from about 3, or a potency from the dose series; inactive means the rest, 99 in 100 with activation fold below about 1.6; further: many of its hits are not listed in these tables
P. falciparum M1AAP = P. falciparum M1AAP inhibitors, biochemical, fluorogenic H-Leu-NHMec substrate, 1536-well (AID 1445) | 220,000 tested, 0.42% active | recombinant M1AAP, H-Leu-NHMec fluorogenic kinetic assay; higher % means a stronger effect | inhibition, % at 30 µM, or IC50 in µM where a hit was titrated;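 active means primary inhibition above the hit cutoff, then over 50% inhibition at one or more dose response concentrations, cut at about 23% in these data, passing the limit was not always enough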;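 further: plate controls were DMSO full reaction for no effect and no enzyme background for full effect; strong numbers were not always called active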
UTI89 phage lysis = protection from phage-mediated lysis, alamar blue read-out – E. coli UTI89, K1F phage, bacterial capsule biogenesis inhibitors (AID 488966); E. coli UTI89 K1F phage lysis, alamar blue, 2 h; higher % means a stronger effect; inhibition, % at 100 µM, or IC50 in µM where a hit was titrated; 340,000 tested, 0.02% active;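 active means phage lysis inhibition, versus mean bacterial control, above a set limit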;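 further: capsule biogenesis inhibitors block K1F phage lysis so surviving cells raise fluorescence; higher fluorescence means more inhibition of phage lysis; actives were called in the ten point dose series up to 300 µM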
Lipid droplet = modulators of hepatic lipid droplet formation. AML12 mouse hepatocytes, oleate lipid droplets, BODIPY imaging. inhibition, % at 6.5 µM. 240,000 tested, 0.4% active;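 active means lipid droplet intensity inhibited by at least 50%, with more than 500 cells counted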
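Assay system: AML12 mouse liver cells | Compound dosing: One dose, 6.5 µM compound | Read-out basis: Droplet intensity reduction, % inhibition | Measured by: Fluorescence imaging, 20x objective, two fields per well | Schedule: Overnight treatment with compound plus oleate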
XIAP antagonists = small molecules displacing peptide from XIAP – biochemical, IAP family, fluorescence polarization (AID 1018). XIAP BIR domain, fluorescence polarization peptide displacement; higher % means a stronger effect. displacement, % at 20 µM, or IC50 in µM where a hit was titrated. 200,000 tested, 0.007% active; in the data active means displacement above about 50%; further: a part of the inactive calls stands beside numbers as strong as those of hits
PMI inhibition = human PMI inhibitors, high substrate, primary screen, biochemical, fluorescence intensity, high mannose 6-phosphate (AID 1220) | recombinant PMI enzyme, coupled fluorescence intensity; higher % means a stronger effect | inhibition, % at 20 µM; hits with a dose series show IC50 in µM | 190,000 tested, 0.66% active
P. falciparum M17LAP = P. falciparum M17LAP inhibitors, primary screen, biochemical, fluorogenic H-Leu-NHMec substrate, 1536-well (AID 1619). 220,000 tested, 0.38% active. inhibition, % at 30 µM, or IC50 in µM where a hit was titrated. recombinant M17LAP, H-Leu-NHMec fluorogenic kinetic assay; higher % means a stronger effect;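 active means compound inhibiting the enzyme by more than half at any dose during confirmatory dose-response retesting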;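 further: plate controls were full reaction with DMSO carrier for no effect and no enzyme background for full effect; strong numbers were not always called active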
Lipid droplet cells 6.5 µM = second read-out of Lipid droplet, no call of its own (marks repeat the call); cell count; measured here: cell count, cytotoxicity flag;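 cells counted across two imaged fields per well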
Starred values were filed as active, the others as inactive; · = not tested or not shown; [ ] = dose if it differs, or a comment. Unless noted, no stated cut-off is given here; in the data, active means inhibition above about 50%; inactive means the rest.

SMILES	human PMI inhibition	SIAH1 antagonists	TNAP activators	P. falciparum M1AAP	UTI89 phage lysis	Lipid droplet	Lipid droplet cells 6.5 µM	XIAP antagonists	PMI inhibition	P. falciparum M17LAP
COc1cc2cc(Oc3ccc4ccc(=O)oc4c3)c(=O)oc2cc1OC1OC(COC(=O)CC(C)(O)CC(=O)O)C(O)C(O)C1O (stereo not given)	1%	19%	1.1	14%	2.5%	13	739	-5.7%	2%	-56%
COc1ccc(N2C(=O)CSC2c2cccc(F)c2)c(OC)c1 (stereo not given)	-16%	3%	1	3%	-0.3%	·	·	-19%	-6%	-1%
O=C(NC(=O)c1cccc(F)c1)OC[C@@H]1CCCN2CCCC[C@H]12	12%	-2%	1.1	9%	0.0%	10	667	-1.7%	8%	-1%
O=C1OCCC1N1C(=O)c2ccccc2S1(=O)=O (stereo not given)	-1%	1%	1.1	6%	0.9%	·	·	-4.1%	-9%	8%
Cc1ccc(OCC(=O)N2CCN(C(=O)c3cccc(F)c3)CC2)cc1	-8%	4%	1.1	10%	-0.3%	11	743	-6.0%	-3%	10%
CCOc1cccc(C(=O)Nc2cccc(C(=O)NCC(C)C)c2)c1	9%	6%	1	4%	0.7%[50 µM]	-1	508	-0.8%	2%	-1%
CCn1c(SCC(N)=O)nc2c1c(=O)n(C)c(=O)n2C	-6%	3%	1	2%	-0.5%	-9	679	-5.6%	-9%	-7%
O=C(NCCN1C(=O)C2C3C=CC(C3)C2C1=O)Nc1ccc(Br)cc1 (stereo not given)	-7%	-4%	1	0%	2.0%	·	·	-0.8%	-14%	15%
CCC(=O)Nc1c(C#N)c2nc3ccccc3nc2n1-c1ccccc1C	11%	13%	1.1	7%	1.0%	-10	627	-5.7%	24%	-79%
CCN(C(=O)COc1ncnc2sccc12)c1ccccc1	3%	2%	1.1	-2%	-0.3%	-11	683	-7.1%	4%	-4%
O=C(Cn1c(=O)oc2cc(S(=O)(=O)N3CCc4ccccc43)ccc21)N1CCCCC1	7%	1%	0.8	-2%	-4.0%	·	·	-5.2%	5%	-5%
CCC1S/C(=N/N=C/c2ccco2)NC1=O (stereo not given)	3%	3%	1	10%	1.0%[50 µM]	4	471	-3.0%	5%	35%
COc1cc(C(C(=O)NC2CCCCC2)N(CCN2CCOCC2)C(=O)C2COc3ccccc3O2)cc(OC)c1OC (stereo not given)	6%	-1%	1.3	-8%	-1.8%	-8	671	0.1%	-1%	6%
Cc1ccc(-c2cn3c(n2)SCC3)cc1	-4%	1%	1	0%	0.2%	5	711	-3.9%	1%	7%
Cc1nc(N)ncc1Sc1ccc(Cl)cc1	-1%	6%	1.1	0%	-1.5%	18	697	-8.3%	-2%	-6%
COC(=O)c1cc(NCc2cccs2)ccc1N1CCOCC1	4%	5%	1.1	2%	6.9%	-1	793	-3.5%	-14%	5%
CNS(=O)(=O)c1cccc(C(=O)OCC(=O)NCc2ccccc2)c1	-8%	-1%	1.1	-1%	-0.1%	20	809	-0.6%	-2%	-2%
COCCNc1nc(-c2cc(C)n(CCc3ccc(OC)cc3)c2C)cs1	-41%	11%	1	4%	0.0%	0	748	45%	-33%	-7%
CCN(CCNC(=O)CS(=O)(=O)Cc1nc(-c2cccc(OC)c2)oc1C)c1ccccc1	33%	-2%	1	11%	-0.4%	-7	724	-7.4%	29%	-1%
COc1ccc(OCCCC(=O)Nc2nnc(C3CCCO3)s2)cc1 (stereo not given)	3%	2%	1.2	16%	2.6%	0	769	-2.5%	3%	15%
O=C(O)CNS(=O)(=O)c1cccc(Cl)c1	·	16%	·	5%	0.1%	13	717	·	·	2%
O=C(NCCc1c[nH]c2ccccc12)Nc1cccc2ccccc12	10%	3%	1.2	11%	-0.6%	-8	736	-7.0%	7%	-8%
Cc1ccc(/C=N/NC(=O)CN2CCN(S(=O)(=O)c3ccc(Br)cc3)CC2)s1	5%	15%	1.1	2%	0.3%	-2	574	-3.8%	6%	-8%
COc1ccc2c(c1)OC13CCCCC1C2C(C(=O)c1ccccc1)C(=O)N3 (stereo not given)	-13%	-5%	1	-9%	-2.8%	·	·	-7.2%	-11%	10%
C=CCN(N=Nc1cccc([N+](=O)[O-])c1)c1cccc([N+](=O)[O-])c1	7%	4%	1.1	1%	1.7%	5	830	-17%	8%	-13%

Shown with values under each structure: part of the list above
Order of results: human PMI inhibition	SIAH1 antagonists	TNAP activators	P. falciparum M1AAP	UTI89 phage lysis	Lipid droplet	Lipid droplet cells 6.5 µM	XIAP antagonists	PMI inhibition	P. falciparum M17LAP
Cc1nc(N)ncc1Sc1ccc(Cl)cc1
    -1%	6%	1.1	0%	-1.5%	18	697	-8.3%	-2%	-6%
CNS(=O)(=O)c1cccc(C(=O)OCC(=O)NCc2ccccc2)c1
    -8%	-1%	1.1	-1%	-0.1%	20	809	-0.6%	-2%	-2%

The listing picks up, starting 3 compounds before the break.
SMILES	human PMI inhibition	SIAH1 antagonists	TNAP activators	P. falciparum M1AAP	UTI89 phage lysis	Lipid droplet	Lipid droplet cells 6.5 µM	XIAP antagonists	PMI inhibition	P. falciparum M17LAP
Cc1ccc(/C=N/NC(=O)CN2CCN(S(=O)(=O)c3ccc(Br)cc3)CC2)s1	5%	15%	1.1	2%	0.3%	-2	574	-3.8%	6%	-8%
COc1ccc2c(c1)OC13CCCCC1C2C(C(=O)c1ccccc1)C(=O)N3 (stereo not given)	-13%	-5%	1	-9%	-2.8%	·	·	-7.2%	-11%	10%
C=CCN(N=Nc1cccc([N+](=O)[O-])c1)c1cccc([N+](=O)[O-])c1	7%	4%	1.1	1%	1.7%	5	830	-17%	8%	-13%
O=C(NCCCn1ccnc1)c1nn2c(C(F)(F)F)cc(-c3ccc(Br)cc3)nc2c1Cl	13%	3%	1	2%	-1.8%[50 µM]	26	736	-4.1%	11%	-3%
C=C(C)C(=O)Nc1ccc(OC(F)(F)C(F)F)c(NC(=O)C(=C)C)c1	-5%	17%	1.1	1%	0.4%	·	·	-20%	-8%	0%
Cc1ccccc1OCC(=O)NNC(=O)CCN1C(=O)c2ccccc2C1=O	6%	3%	0.8	2%	-1.7%	-12	716	-1.3%	-2%	10%
COc1ccc(Nc2ccc(S(=O)(=O)N3CCCCC3)cc2[N+](=O)[O-])cc1	13%	0%	1	-2%	1.0%	-1	683	-3.7%	12%	2%
CC(C)(C)NC(=O)N1CCn2cccc2C1c1ccccc1F (stereo not given)	-3%	8%	1.1	6%	-0.1%	-3	744	0.0%	3%	13%
S=c1[nH]nc(-c2cccc(Cl)c2)n1/N=C/c1ccco1	·	-10%	·	-4%	·	-7	759	·	·	3%
COc1ccc(C2/C(=C(/O)c3ccccc3)C(=O)C(=O)N2CCO)cc1 (stereo not given)	11%	1%	1.1	3%	0.4%	6	648	-3.0%	3%	18%
CCOC(=O)c1nnn(-c2nc(N(C)C)nc(N(C)C)n2)c1C	0%	-3%	1	6%	0.3%	6	731	-7.0%	9%	1%
N#Cc1ccccc1NC(=O)C1CC(=O)N(c2ccc3c4c(cccc24)CC3)C1 (stereo not given)	6%	2%	0.8	-1%	-0.1%	-4	591	-8.0%	4%	-12%
CC1=CC(=C2C(=O)c3ccccc3C2=O)C=C(C)N1C	-3%	-1%	1.1	10%	2.0%[50 µM]	·	·	-3.1%	-1%	16%
O=C(O)Cc1ccc(NS(=O)(=O)c2ccccc2Cl)cc1	-7%	0%	1	6%	·	-13	688	-5.2%	8%	13%
O=c1[nH]ncc(N2CCCCCC2)c1Cl	5%	0%	1	6%	0.2%	0	705	-2.1%	1%	14%
COc1ccc(CCN2C(=O)C3C4C=CC(C5CC45)C3C2=O)cc1OC (stereo not given)	-2%	-3%	1	-3%	0.2%	0	758	-7.0%	-8%	-5%
COc1cc(Br)cc2cc(C(=O)N3CCN(c4ccccn4)CC3)c(=O)oc12	8%	1%	1.1	4%	0.6%	14	772	-6.2%	8%	-6%
COc1ccccc1/C=C/C(=O)Nc1cccc(C(C)=O)c1	2%	2%	1.1	2%	-0.1%	22	712	-3.9%	4%	0%
CCOc1ccc(/C=C(\C(=O)O)c2ccc(S(=O)(=O)N3CCOCC3)s2)cc1OC	-12%	-5%	1.1	4%	3.3%[50 µM]	-16	525	-0.2%	9%	39%
COc1ccc(CC(=O)Nc2cc(=O)n(C)c(=O)n2C)cc1	9%	4%	1.2	12%	0.8%	·	·	-7.8%	14%	0%
CCOc1ccc(/C=C(/NC(=O)c2ccccc2Cl)C(=O)O)cc1	12%	4%	1.1	3%	6.0%	2	713	-7.2%	11%	16%
NC(C(=O)O)C(c1ccccc1)C(F)F (stereo not given)	·	5%	·	3%	-2.2%[50 µM]	-3	710	·	·	-7%
CCOC(=O)N1CCN(C(=O)C2CCC(CNS(=O)(=O)c3ccccc3)CC2)CC1 (stereo not given)	5%	10%	1.1	-10%	0.2%	·	·	1.5%	3%	-6%
O=C(Nc1nncs1)c1cccc(S(=O)(=O)N2CCCC2)c1	8%	-1%	1	4%	0.7%	5	736	-2.5%	4%	-4%
Cc1cc(C)c(S(=O)(=O)N(CC(=O)N2CCOCC2)C2CCCCC2)c(C)c1	-4%	5%	1	8%	-0.3%	-10	687	-5.7%	-4%	-1%
Cc1ccc(-n2c(SCC(=O)Nc3cc(C)on3)nc3c([nH]c4ccccc43)c2=O)cc1	13%	-1%	1	-3%	-0.4%	10	675	-5.4%	11%	4%
COc1cc(S(=O)(=O)N2CCCCCC2)ccc1Cl	13%	-4%	1	4%	3.5%	4	765	0.1%	8%	-10%
COCCn1nnnc1SCC(=O)Nc1ccc2c(c1)OCO2	6%	7%	1.1	5%	0.1%	-3	628	13%	17%	4%
COc1ccc(-n2c(O)c(/C=N/NS(=O)(=O)c3cc(C)ccc3C)c3ccccc3c2=O)cc1OC	-20%	2%	2.8	15%	1.1%[50 µM]	1	607	-16%	-11%	6%

Whole records as entered above. Order of screens: human PMI inhibition | SIAH1 antagonists | TNAP activators | P. falciparum M1AAP | UTI89 phage lysis | Lipid droplet | Lipid droplet cells 6.5 µM | XIAP antagonists | PMI inhibition | P. falciparum M17LAP
COc1ccc(Nc2ccc(S(=O)(=O)N3CCCCC3)cc2[N+](=O)[O-])cc1 is listed as 13% | 0% | 1 | -2% | 1.0% | -1 | 683 | -3.7% | 12% | 2%
COc1ccc(-n2c(O)c(/C=N/NS(=O)(=O)c3cc(C)ccc3C)c3ccccc3c2=O)cc1OC is listed as -20% | 2% | 2.8 | 15% | 1.1%[50 µM] | 1 | 607 | -16% | -11% | 6%
C=C(C)C(=O)Nc1ccc(OC(F)(F)C(F)F)c(NC(=O)C(=C)C)c1 is listed as -5% | 17% | 1.1 | 1% | 0.4% | · | · | -20% | -8% | 0%
N#Cc1ccccc1NC(=O)C1CC(=O)N(c2ccc3c4c(cccc24)CC3)C1 (stereo not given) is listed as 6% | 2% | 0.8 | -1% | -0.1% | -4 | 591 | -8.0% | 4% | -12%
